NCI-60 one-dose screen, 48 h, at 10 µM unless noted. Numbers give growth in % (100 = growth as untreated, 0 = no growth, -100 = all killed).
NCI-H460: NCI-H460 lung cancer; hit rate 6.8% among 82,000
HCT-15: HCT-15 colon cancer. AID 1794746. hit rate 5.2% among 82,000
NCI-H522: NCI-H522 lung cancer; hit rate 8% among 78,000; AID 1794739
NCI-H322M: NCI-H322M lung cancer; hit rate 2.7% among 80,000; AID 1794733
NCI/ADR-RES: NCI/ADR-RES ovarian cells; AID 1794790; hit rate 4.4% among 81,000
NCI-H23: NCI-H23 lung cancer. hit rate 4% among 80,000. AID 1794731
HCT-116: HCT-116 colon cancer; hit rate 7.3% among 82,000; AID 1794798
NCI-H226: NCI-H226 lung cancer. hit rate 3.5% among 79,000. AID 1794732
COLO 205: COLO 205 colon cancer; hit rate 7.3% among 79,000; AID 1794742
Active calls of the source: *; . = no result given; & = joins results of further samples. The calls were made as follows: active = growth percent below 10; inactive = the rest.

SMILES	NCI-H460	HCT-15	NCI-H522	NCI-H322M	NCI/ADR-RES	NCI-H23	HCT-116	NCI-H226	COLO 205
C[C@@H]1N=C(c2ccc3ccccc3n2)Nc2nc3ccccn3c2C1=O	97.2	86.8	101.7	97.3	93.6	86.3	95.5	94.4	112.8
COc1cc(Nc2nc3ccccc3cc2C(=O)Nc2ccc(F)c(F)c2)cc(OC)c1OC	9.5*	13.5	20.4	53.0	6.9*	9.6*	6.9*	22.1	9.1*
CC(C)OC(=O)Oc1ccccc1OC(=O)OC(C)C	101.5	99.8	79.7	105.7	100.3	102.4	103.9	101.8	112.8
N#C/C(=C\c1cccnc1)c1ccc(Br)cc1	102.4&108.5	99.4&94.0	96.3&88.7	109.6&87.8	95.8&92.0	94.1&93.1	90.9&90.8	119.2&96.8	126.7&101.9
CC(C)CCC[C@@H](C)[C@H]1CC[C@H]2[C@@H]3CC=C4c5sc(Nc6ccccc6[N+](=O)[O-])nc5CC[C@]4(C)[C@H]3CC[C@]12C	103.0	103.6	92.9	102.9	102.7	104.0	103.9	106.9	112.9
Clc1ccc(/C=C/c2nc(Nc3ccc(Cl)cc3)c3ccccc3n2)cc1	102.7	99.0	90.8	96.4	103.0	93.1	99.1	92.6	111.7
CCOC(Cn1cc([N+](=O)[O-])c(=O)[nH]c1=O)OCC	113.1	111.4	96.4	118.0	109.7	101.1	100.3	110.8	112.6
CCOC(=O)c1cccc(NC2=C(Cl)C(=O)C(C)=C(C)C2=O)c1	101.3	99.3	95.0	104.9	102.5	91.9	84.9	100.1	122.1
Cc1cc(C)c(Cn2c(=O)[nH][nH]c2=O)cc1Cn1c(=O)[nH][nH]c1=O	103.2	98.1	99.2	103.0	105.2	100.8	101.6	.	109.0
N#Cc1nc(/C=C2\SC(=S)N(Cc3ccccc3)C2=O)cs1	110.2	74.1	76.4	101.7	97.5	94.5	57.2	96.1	91.2
CC(C)OC(=O)[C@H](C)NP(=O)(OC[C@H]1O[C@@H](n2cnc3sc4c(=O)[nH]c(N)nc4c32)C(F)(F)[C@@H]1O)Oc1ccccc1 (stereo not given in full)	105.2	104.7	77.7	99.9	111.9	98.5	94.6	107.9	95.5
O=C1/C(=C/c2cc(F)cc(F)c2)Cc2cc3c(cc21)OCO3	30.3	27.2	1.5*	41.5	19.4	62.3	26.8	52.2	-15.2*
c1cc2c(ccc3[nH]c(-c4ccc5[nH]ncc5c4)c4c(c32)CCCC4)n1	22.3	61.6	47.4	92.2	83.2	74.3	38.0	58.6	58.0
OCC1OC(O)CC(O)C1O (stereo not given)	112.9	103.5	97.2	110.8	120.9	112.6	100.6	103.3	156.6
O=c1nc(/C=C/c2ccc(Br)cc2)oc2ccccc12	95.2	91.0	75.4	86.4	83.2	97.0	94.9	.	71.1
CCOc1ccc(N2C(=O)CCSC2=S)cc1	105.5	101.4	90.9	107.5	104.6	102.4	111.6	100.2	112.5
Cc1cc(O)cc(C)c1O	98.6	118.3	102.7	123.7	111.0	100.0	102.2	102.7	.
CCC(=O)CC(C)(C)C	107.0	95.8	99.1	103.2	111.8	108.5	109.7	107.9	111.3
N=C(N)c1ccc(-c2ccc(-c3cccs3)o2)cc1	0.2*	-10.2*	61.9	12.8	71.5	85.1	7.3*	67.5	-97.4*
COc1ccc(-n2c(NC(=O)C3CC3)c(C#N)c3ccccc32)cc1	60.1	43.3	90.5	85.9	70.6	74.8	79.5	70.8	89.8
Nc1ncc(C#Cc2cncc(NC(=O)c3cccc(C(F)(F)F)c3)c2)c2cccnc12	12.3	56.6	67.2	81.0	66.1	30.4	21.8	39.2	47.0
COc1ccc(/C=c2\c(=O)n(-c3ccccc3)c3nnc(NN)n23)cc1	103.3	114.3	90.0	105.2	101.6	96.5	110.5	74.7	119.6
CCOC(=O)c1c(C)oc(=O)c(CC)c1O	105.2	100.0	96.7	110.5	109.4	103.8	101.8	97.9	111.4
NS(=O)(=O)c1ccc(CCn2c(SCC(=O)c3ccc(Cl)cc3)nc3ccccc3c2=O)cc1	105.4	98.2	96.7	96.3	98.6	95.2	97.0	103.8	112.5
O=[N+]([O-])c1ccc(S(=O)(=O)NN=C2CCCCC2)cc1	120.7	115.1	.	107.5	114.8	104.0	97.8	.	102.4
Nc1ccc(CCc2ccncc2)cc1	106.3	100.5	77.5	106.4	104.6	111.3	101.8	101.1	118.6
O=C(O)CN1C(=O)CCC1=O	114.8	103.2	102.7	123.0	112.0	104.1	114.5	101.4	118.1
CC[C@]12C=CCN3CC[C@@]4(c5cc(NC(=O)CCC(=O)O[C@H]6CC[C@H]7[C@@H]8CCC9=CC(=O)CC[C@@H]9[C@H]8CC[C@]67C)c(OC)cc5N(C)[C@H]4[C@@](O)(C(=O)OC)[C@@H]1OC(C)=O)[C@@H]32	77.4	62.2	69.9	91.1	80.1	90.7	62.5	86.5	89.8
Nc1ncc(Br)cn1	105.1	104.1	105.4	102.4	109.6	98.5	100.6	99.3	118.3
COc1cc(C2N(c3cc(Cl)cc(Cl)c3)NC(=O)[C@@H]3CCCN23)cc(OC)c1OC (stereo not given in full)	107.4	100.5	75.2	96.2	94.4	88.4	93.0	104.4	108.9

Ten consecutive compounds already listed, for reference:
SMILES	NCI-H460	HCT-15	NCI-H522	NCI-H322M	NCI/ADR-RES	NCI-H23	HCT-116	NCI-H226	COLO 205
Nc1ncc(C#Cc2cncc(NC(=O)c3cccc(C(F)(F)F)c3)c2)c2cccnc12	12.3	56.6	67.2	81.0	66.1	30.4	21.8	39.2	47.0
COc1ccc(/C=c2\c(=O)n(-c3ccccc3)c3nnc(NN)n23)cc1	103.3	114.3	90.0	105.2	101.6	96.5	110.5	74.7	119.6
CCOC(=O)c1c(C)oc(=O)c(CC)c1O	105.2	100.0	96.7	110.5	109.4	103.8	101.8	97.9	111.4
NS(=O)(=O)c1ccc(CCn2c(SCC(=O)c3ccc(Cl)cc3)nc3ccccc3c2=O)cc1	105.4	98.2	96.7	96.3	98.6	95.2	97.0	103.8	112.5
O=[N+]([O-])c1ccc(S(=O)(=O)NN=C2CCCCC2)cc1	120.7	115.1	.	107.5	114.8	104.0	97.8	.	102.4
Nc1ccc(CCc2ccncc2)cc1	106.3	100.5	77.5	106.4	104.6	111.3	101.8	101.1	118.6
O=C(O)CN1C(=O)CCC1=O	114.8	103.2	102.7	123.0	112.0	104.1	114.5	101.4	118.1
CC[C@]12C=CCN3CC[C@@]4(c5cc(NC(=O)CCC(=O)O[C@H]6CC[C@H]7[C@@H]8CCC9=CC(=O)CC[C@@H]9[C@H]8CC[C@]67C)c(OC)cc5N(C)[C@H]4[C@@](O)(C(=O)OC)[C@@H]1OC(C)=O)[C@@H]32	77.4	62.2	69.9	91.1	80.1	90.7	62.5	86.5	89.8
Nc1ncc(Br)cn1	105.1	104.1	105.4	102.4	109.6	98.5	100.6	99.3	118.3
COc1cc(C2N(c3cc(Cl)cc(Cl)c3)NC(=O)[C@@H]3CCCN23)cc(OC)c1OC (stereo not given in full)	107.4	100.5	75.2	96.2	94.4	88.4	93.0	104.4	108.9

(listing goes on)
SMILES	NCI-H460	HCT-15	NCI-H522	NCI-H322M	NCI/ADR-RES	NCI-H23	HCT-116	NCI-H226	COLO 205
O=C(NO)c1ccc(NCc2csc3ccccc23)cc1	39.8	39.0	33.1	85.7	6.8*	48.5	34.4	64.8	50.1
CC(C(CC(=O)c1ccccc1)c1ccccc1)[N+](=O)[O-] (stereo not given)	109.6	119.0	94.6	115.4	90.6	91.4	110.9	98.0	114.9
Cn1ccc(=O)n(C)c1=O	103.0	101.0	112.6	109.1	117.8	109.7	114.0	92.9	115.0
CC(C)(C)c1[nH]nc(Nc2ccccc2)c1C#N	111.2	95.7	89.4	109.6	97.9	96.4	98.3	100.9	109.0
O=C(ONC(=O)[C@H]1C2C=CC(C2)[C@@H]1C(=O)NOC(=O)c1ccccc1)c1ccccc1	29.3	84.7	56.0	99.8	65.1	66.2	59.2	91.0	95.5
CCn1c(Cc2ccccc2Nc2c(Cl)cccc2Cl)nnc1SCC(=O)NN1C(=O)/C(=C/c2ccc(Br)cc2)SC1=S	109.2	105.1	97.1	111.2	107.4	108.8	98.0	102.1	.
C=CCCCCCCCCC(=O)OC(C)C	100.4	99.1	91.7	94.0	102.3	98.4	97.7	102.1	104.6
O=S(=O)(NCCCNc1nccc(-c2c(-c3cccc(F)c3)nc3occn23)n1)c1ccccc1	81.5	78.8	73.9	89.7	85.1	94.3	67.9	68.3	66.0
CC(C)(C)[Si](C)(C)OCC1OC(n2cnc3c(NC(=O)c4ccccc4)ncnc32)CC1O (stereo not given)	105.4	106.8	97.8	105.9	103.0	111.4	103.8	97.3	113.6
CCCCC(NC(=O)CNC(=O)c1cccc(N2C(=O)/C(=C/c3ccccc3)SC2=S)c1)C(=O)O (stereo not given)	99.9	103.3	94.1	105.0	100.0	100.2	100.9	88.0	116.9
CCC(=O)OCc1cccc(OC)c1	95.8	92.2	94.5	107.5	105.9	107.1	95.1	97.9	111.0
NS(=O)(=O)c1ccc(C(=O)NN2C(=O)c3c(Cl)c(Cl)c(Cl)c(Cl)c3C2=O)cc1	107.3	100.7	95.7	101.1	107.6	103.8	101.3	104.0	111.3
C=C1CCC2C3(C)COC(c4ccccc4Cl)OC3CCC2(C)C1/C=C/C1=CCOC1=O (stereo not given)	51.0	56.1	52.5	101.0	47.0	37.3	37.0	79.3	84.1
Cc1[nH]c2ncnc(Nc3ccc(C(=O)Nc4ccc(Cl)c(C(F)(F)F)c4)cc3)c2c1C	103.0	113.8	93.3	102.5	103.3	101.1	92.5	92.4	113.5
Oc1ccc(-c2ccc3c(c2)ncn3-c2ccncc2)cc1	88.5	96.7	81.1	107.7	71.2	81.2	99.7	103.3	103.7
COCCOCCOCc1n(Cc2ccc3ccccc3c2)c2ccccc2[n+]1Cc1ccc2ccccc2c1	10.3	88.4	-16.6*	40.5	105.2	5.6*	20.1	17.2	-60.7*
COc1ccc(Nc2cc(=O)[nH]c(N)n2)cc1	106.3	100.6	97.8	108.7	105.1	102.0	108.7	89.7	109.8
COc1cccc(-c2nnc3c4c(ncn23)N(C)c2ccccc2C(C)C4)c1 (stereo not given)	102.7	91.0	90.8	107.7	107.9	95.5	94.3	105.3	112.1
Fc1ccccc1CSc1ncnc2c1ncn2C1CCCO1 (stereo not given)	26.4	34.0	103.9	85.4	92.3	114.1	53.5	79.3	87.8
COc1ccc(C(c2ccccc2OC)c2ccccc2C(=O)O)cc1 (stereo not given)	108.1	99.7	93.7	105.4	109.2	100.2	100.7	98.5	108.8
CCn1c(SCCc2c[nH]c3ccccc23)nnc1-c1ccncc1	107.6	99.4	98.9	96.7	106.7	97.7	102.2	104.1	107.3
FC(F)(F)c1cccc(OCC2CNC(=S)O2)c1 (stereo not given)	99.4	97.4	90.2	95.8	102.0	98.2	96.7	92.6	111.6
Nc1nc(N)c2c(ncc3[nH]c4ccccc4c32)n1	101.4	104.6	88.2	95.4	96.4	91.4	95.8	84.1	108.6
COc1ccc(C2CCc3ccccc32)cc1 (stereo not given)	102.9	99.5	91.2	97.5	107.7	103.0	103.4	101.0	116.0
COc1ccc(-c2nc3ccccc3n2C(=O)/C=C/c2ccccc2)cc1	95.1	93.9	81.8	103.7	92.2	96.9	88.7	69.9	107.5
CNC(=O)c1cc(Oc2ccc3nc(NC(=O)Nc4ccc(C(F)(F)F)cc4)sc3c2)ccn1	33.4	54.2	42.4	80.5	58.4	63.4	7.7*	85.6	58.7
CCCCCCCCCCCCCCCCCC1=NC(C)(C)CO1	104.4	102.2	91.2	107.1	103.0	98.5	88.7	99.7	109.6
CC(C)CNCCCC(=O)Nc1ccc(C(=O)OCC(C)C)cc1	105.6&112.6	91.0&99.2	76.2&79.6	87.3&147.2	96.5&95.8	95.6&94.4	98.2&101.2	88.7&97.4	97.6&104.5
CS(=O)(=O)c1ccc(C(F)(F)F)cc1NC(=O)Nc1cnc(Oc2ccc(-c3cc(Cl)cnc3N)cc2)nc1	27.1	38.4	45.0	76.4	46.2	47.8	33.2	55.2	34.6
COc1cc2c3c(n([C@@H]4CCOC4)c(=O)c2cc1OC)-c1cc2c(cc1C3=O)OCO2	4.1*	60.5	17.5	.	30.1	22.8	27.1	24.2	38.8
C#Cc1ccc([N+](=O)[O-])cc1	114.2	102.1	97.3	107.3	100.8	96.2	105.0	94.6	116.5
CC1=C(C(=O)OCc2ccccc2)C(c2ccc3c(c2)OCO3)NC(=S)N1 (stereo not given)	96.7	96.5	89.5	95.1	104.7	94.5	93.1	95.8	116.6
CCCCCC(/C=N/Nc1ccccc1)C(O)(C(F)(F)F)C(F)(F)F (stereo not given)	110.2	100.4	91.7	103.8	98.6	106.7	95.3	96.6	101.7
Cn1c(=O)c2c(nc(Sc3nc(-c4ccc(F)cc4)c(C#N)c(=O)[nH]3)n2Cc2ccc(F)cc2)n(C)c1=O	95.3	93.2	94.4	93.1	94.8	89.2	80.6	78.6	100.8
COc1ccc(-c2nc(N)nc3c(=O)[nH]ccc23)cc1	107.0	100.6	88.3	117.8	102.5	93.5	92.6	102.7	98.5
O=C(CNn1c(COc2ccccc2)nc2ccccc2c1=O)Nc1ccccc1	98.3	97.2	86.3	95.6	91.1	83.4	95.9	94.8	106.7
ClC1=C(Cl)C(Cl)=C(Cl)C1=C/C=C/c1ccccc1	0.1*	-77.0*	-52.4*	-27.8*	-0.9*	-45.9*	-98.0*	-70.5*	-90.6*
O=C(/C=C/c1ccc(Cl)cc1)c1ccc(Nc2nc(N3CCCCC3)nc(N3CCCCC3)n2)cc1	101.8	102.2	93.9	112.8	101.3	101.4	100.4	86.7	109.2
O=C(Cn1c(=O)[nH]c2ccccc2c1=O)N1CCCCC1	107.8	103.7	93.9	97.7	97.1	100.0	101.3	89.0	112.8
Cn1c(N)c(N=Nc2ccc(S(=O)(=O)Nc3nccs3)cc2)c(=O)n(C)c1=O	108.5	109.7	82.2	92.9	96.0	94.0	108.8	103.6	105.4

Compound activity (PubChem BioAssay)
